High-throughput results deposited in PubChem BioAssay by The Scripps Research Institute Molecular Screening Center.
MsrA inhibitor – bovine MsrA enzyme inhibitors, primary screen, biochemical, absorbance, HTS; Methionine sulfoxide reductase A (Bos taurus); purified bovine MsrA, absorbance read-out; inhibition, % at 15.5 µM; 360,000 tested, 0.75% active; AID 651718, 2012; in the data active = inhibition above about 4.5%;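 note: 0% = vehicle wells with enzyme and 100% = reference inhibitor wells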
Numbers without * were called inactive.

SMILES	MsrA inhibitor
COc1cccc(Cn2cccc(NC(=O)Nc3cccc(C#N)c3)c2=O)c1	1.4
COC/C=C/C1=CC2=CC(=O)C(C)(OC(=O)c3cnc4ccccc4n3)C(=O)C2=CN1c1ccccc1 (stereo unspecified)	0.9
C[C@@H]1CN(C(=O)OC(C)(C)C)CCN1c1ccc(N2CCS(=O)(=O)CC2)c(C#N)c1	0.0
COC(=O)C1=C(C)N(Cc2cccc(C(F)(F)F)c2)C(=NCc2ccccc2)NC1c1ccc(Cl)cc1 (stereo unspecified)	-1.1
Cc1ccc(C(=O)N2CCC[C@@H]2C(=O)N2CCC[C@H]2C(=O)NCc2ccccc2)cc1C	-0.6
COc1cc2c(cc1OC)[C@](C)(c1ccccc1)C[C@@H]2NCC=C(C)C	-0.7
N=C1c2ccccc2CN1c1ccc(N2CCOCC2)c(S(=O)(=O)Nc2ccc(Cl)cc2)c1	-0.6
CC(C)(C)c1ccc(C#C[C@@H]2C=C[C@@H](O)[C@@H](COC(=O)Nc3ccccc3)O2)cc1	0.1
COC(=O)c1c(-c2ccc(C)cc2)csc1NC(=O)c1c(-c2ccccc2)noc1C	1.0
CCN(CC)C(=O)c1ccc2c(=O)n(Cc3cccc(Br)c3)c(=S)[nH]c2c1	2.3
C=CCN=C1NC(c2cccc(F)c2)C(C(=O)OC)=C(C)N1Cc1ccccc1C(F)(F)F (stereo unspecified)	-1.1
CC(C)C[C@@H]1NC(=O)[C@@H]2CSCCS(=O)(=O)N2C1=O	-0.6
COc1cc2c(cc1OC)[C@@H](NC(=O)c1ccncc1)[C@H](C)[C@H]2c1ccccc1	0.2
CN(Cc1ccc2c(c1)CCCN2C)C(=O)[C@@H](Cc1ccccc1)NC(=O)[C@H]1O[C@@H](n2ccc(=O)[nH]c2=O)[C@H](O)[C@@H]1O	-0.8
CC(/C=C/c1ccc2c(c1)OCO2)=N/NC(=O)C1COc2ccccc2O1 (stereo unspecified)	3.0
CCc1c(-c2ccccc2F)ncn1CCc1ccccc1OC	0.1
CCCCCCCCN1C(=O)[C@@H](CC(=O)NCc2ccccc2)C[C@@]2(C(=O)OC)C1=C[C@H](C1CCCC1)O[C@@H]2C	-0.6
C=CCN1C(=O)[C@]2(OCCC=C[C@H]2C)c2cc(OC)ccc21	0.7
COc1cccc(C2NC(=S)N(Cc3ccccc3)C(C)=C2C(C)=O)c1 (stereo unspecified)	1.2
C#CCNC(=O)C[C@H]1C[C@@]2(C(=O)OC)C(=C[C@H](COCc3ccccc3)O[C@@H]2C)N(CCC2=CCCCC2)C1=O	0.1
CCOc1ccc(C(=O)/C=C/Nc2ccc(S(=O)(=O)Nc3cc(C)nc(C)n3)cc2)cc1	0.1
O=C(C1=C(O)C(=O)N(CCCN2CCOCC2)C1c1ccc(Cl)cc1)c1cc2ccccc2o1 (stereo unspecified)	-0.1
CC1CCN(C(=O)c2ncn3c2C(=O)N[C@@H](C)C3)CC1	0.1
CC(=O)N1CCN(c2ccc(NC(=S)NC(=O)/C=C/c3ccccc3)cc2)CC1	-1.4
COc1ccc(O[C@H]2C=C[C@@H](c3ccccc3)O[C@@H]2CO/N=C(\C)CCN2CCCCc3nc(C)c(C)cc32)cc1	0.5
COc1ccccc1C(=O)N1CCC2CCN(C(=O)OC(C)(C)C)C2C1 (stereo unspecified)	0.7
COC(=O)C1=C(C)N(C)C(=NCc2ccccc2)NC1c1ccccc1 (stereo unspecified)	-0.2
C=CCN1[C@H](C)[C@H](c2ccccc2)Oc2cc(Br)ccc2S1(=O)=O	0.2
CN(C(=O)c1cccc(NC(=O)Cc2ccc(NC(=O)C3CCCN(C(=O)c4ccccc4)C3)cc2)c1)C1CC1 (stereo unspecified)	0.2
C[C@H](CO)N1C[C@H](C)[C@@H](CN(C)C(=O)Nc2ccc(C(C)(C)C)cc2)OCc2cn(nn2)CCCC1=O	-0.2

Reprinted at random: seven compounds from above.
SMILES	MsrA inhibitor
CN(C(=O)c1cccc(NC(=O)Cc2ccc(NC(=O)C3CCCN(C(=O)c4ccccc4)C3)cc2)c1)C1CC1 (stereo unspecified)	0.2
CC(=O)N1CCN(c2ccc(NC(=S)NC(=O)/C=C/c3ccccc3)cc2)CC1	-1.4
COc1ccc(O[C@H]2C=C[C@@H](c3ccccc3)O[C@@H]2CO/N=C(\C)CCN2CCCCc3nc(C)c(C)cc32)cc1	0.5
COC(=O)C1=C(C)N(C)C(=NCc2ccccc2)NC1c1ccccc1 (stereo unspecified)	-0.2
COc1ccccc1C(=O)N1CCC2CCN(C(=O)OC(C)(C)C)C2C1 (stereo unspecified)	0.7
CCOc1ccc(C(=O)/C=C/Nc2ccc(S(=O)(=O)Nc3cc(C)nc(C)n3)cc2)cc1	0.1
C[C@H](CO)N1C[C@H](C)[C@@H](CN(C)C(=O)Nc2ccc(C(C)(C)C)cc2)OCc2cn(nn2)CCCC1=O	-0.2

(more compounds)
SMILES	MsrA inhibitor
COc1cc(C2C(S(=O)(=O)c3ccccc3)CON2C)ccc1OCc1ccc(F)cc1 (stereo unspecified)	0.0
COC(=O)C1=C(C)N(Cc2cccc(C(F)(F)F)c2)C(=NCc2ccc(C(F)(F)F)cc2)NC1c1ccc(Cl)cc1 (stereo unspecified)	-1.7
COCCN1Cc2cc(C(=O)OC)c3c(c2C1=O)c1cc(OC)ccc1n3S(C)(=O)=O	0.7
CCCCCN(C(=O)Cc1c(C)n(CCCCC)c2ccccc12)c1ccc(Oc2cccnc2)c(C)c1	0.3
COc1ccc(C)cc1N	0.6
Cc1cc(N2CCN(CC(C)(C)O)C[C@H]2C)ccc1N1CCN(CC(C)(C)O)[C@H](C)C1	-0.5
O=C(Cc1c[nH]c2ccccc12)Nc1ccc(Nc2cccnc2)c(-c2cccc(Cl)c2)c1	0.8
O=c1c2c(nc3nc(NCc4ccccc4Cl)[nH]n13)CCC2	0.5
CCN(Cc1ccccc1)C(=O)Nc1c(Cl)cccc1Cl	1.6
Cc1onc(-c2ccccc2)c1C(=O)NN=Cc1cc(Cl)cc(Cl)c1O	0.3
COc1ccc(C([O-])=Nc2ccc[n+](-c3nc4ccccc4nc3NS(=O)(=O)c3ccccc3)c2)cc1	-1.2
CCOC(=O)N(C)[C@H]1C[C@H]2c3[nH]c4ccccc4c3CCN2C(=O)[C@H]1[C@H](C)O	1.4
O=C(C(=O)N1CCC(CNS(=O)(=O)c2ccccc2)CC1)c1cc2ccccc2o1	2.1
CCOC(=O)c1c2ccc(OCC(=O)N/N=C/c3ccc(Cl)cc3)cc2n2ccccc12	0.1
Cc1ccc2nc(-c3ccc(C#N)cc3)c(Cc3cccc(F)c3)n2c1	0.1
CC1C/C=C/C=C/C=C/C=C/C(O[C@@H]2O[C@H](C)[C@@H](O)[C@H](N)[C@@H]2O)CC2OC(O)(CC(O)CC3OC3/C=C/C(=O)O1)CC(O)C2C(=O)O (stereo partly specified)	-1.2
COc1cc2c(cc1OC)C(C)N(C(=O)c1sc(-c3cnccn3)nc1C)CC2 (stereo unspecified)	1.9
F[B-](F)(F)COCc1ccccc1C#Cc1ccccc1	0.3
COC(=O)C1=C(C)N(Cc2cccc(C(F)(F)F)c2)C(=NCc2ccccc2C(F)(F)F)NC1c1cccc(F)c1 (stereo unspecified)	-1.2
CN1/C(=C\C(=O)COC(=O)c2ccc(O)c(O)c2)C(C)(C)c2ccccc21	4.8*

Compounds from the list above that have a cyano group:
SMILES	MsrA inhibitor
COc1cccc(Cn2cccc(NC(=O)Nc3cccc(C#N)c3)c2=O)c1	1.4
C[C@@H]1CN(C(=O)OC(C)(C)C)CCN1c1ccc(N2CCS(=O)(=O)CC2)c(C#N)c1	0.0
Cc1ccc2nc(-c3ccc(C#N)cc3)c(Cc3cccc(F)c3)n2c1	0.1

The listing continues.
SMILES	MsrA inhibitor
Cc1occc1-c1nnc(SCC(=O)N2CCN(c3ccccc3F)CC2)n1C	0.4
O=S1(=O)N[C@@H](Cc2ccccc2)COc2cc(NCCCN3CCOCC3)ccc21	0.0
C[C@@H]1CN(C(=O)OC(C)(C)C)CCN1c1ccc(Br)c(C#N)c1	-0.2
Cc1cc2ccccc2n2c(SCC(=O)NCC3CCCO3)nnc12 (stereo unspecified)	0.4
FC(F)(F)c1ccc(C2[C@H]3CN(Cc4ccc(-c5ccccc5)cc4)[C@H](c4ccccc4)C34CC2(c2ccccc2)C4)cc1 (stereo partly specified)	-1.2
COC(=O)c1cc(CNC(=O)c2cccc(Cl)c2Cl)ccc1OC	-1.8
O=C1NN(c2ccc(F)cc2)C(=O)/C1=C\c1cnn(-c2ccccc2)c1	-0.5
CCOC(=O)C(C)Oc1ccsc1C(=O)OC (stereo unspecified)	-0.8
O=C(NCc1ccccc1)[C@@H]1CCCN1C(=O)[C@@H](NS(=O)(=O)c1ccc(F)cc1F)C1CCCCC1	0.4
C=CCCC1CN(Cc2ccc(OC)cc2)S(=O)(=O)c2c(Oc3ccc(F)cc3OC)cccc2O1 (stereo unspecified)	1.0
C[C@@H]1CN(c2ccc(N3CCNC[C@H]3C)cc2C#N)CCN1Cc1ccccc1	-0.7
CC(C)NC(=O)N(C)C[C@@H]1OCc2cn(nn2)CCCC(=O)N([C@@H](C)CO)C[C@H]1C	-1.6
Nc1[nH]c(C(=O)c2ccc(Cl)cc2)c(-c2ccc(Br)cc2)c1C(=O)c1c[nH]c2ccc(F)cc12	1.0
CCc1cc2c(nc1CC)CCCN2S(=O)(=O)c1ccc(C#N)cc1	0.5
Cc1ccc2cc(/C=C3\N=C(c4ccccc4)OC3=O)c(N3CCOCC3)nc2c1	-0.1
O=[N+]([O-])c1ccccc1NCc1ccc(Cl)cc1	-0.6
CCOc1cccc(SCc2noc(C(=O)NC(C)C)c2C(=O)O)c1	0.4
CCCCCCCCN1C(=O)[C@@H](CC(=O)NCCCOC)C[C@@]2(C(=O)OC)C1=C[C@H](C1CCCC1)O[C@@H]2C	-0.5
COc1ccc(OC)c(S(=O)(=O)NCC2CCN(C(=O)C(=O)c3cccs3)CC2)c1	1.1
Cc1cc(N2CCN(S(C)(=O)=O)C[C@H]2C)ccc1N1CCN(Cc2ccccc2)[C@H](C)C1	-0.7
CC(C)(C)c1ccc(C#C[C@@H]2C=C[C@H](O)[C@@H](COC(=O)Nc3ccccc3)O2)cc1	0.2
Cc1cc(C)c(S(=O)(=O)N2C[C@H]3CON(C)[C@H]3C[C@H]2c2ccc(-n3ccnc3)cc2)c(C)c1	0.2
Cc1cc(N2CCN(C(=O)OC(C)(C)C)C[C@H]2C)ccc1N1CCN(Cc2ccccc2)[C@@H](C)C1	-1.7
COCCNC(=O)c1c(N)[nH]c(C(=O)c2ccc(Br)cc2)c1-c1ccc(Br)cc1	0.4
COC(=O)C1=C(C)N(Cc2cccc(C(F)(F)F)c2)C(=NCc2ccccc2C(F)(F)F)NC1c1ccc(Cl)cc1 (stereo unspecified)	0.2
COc1ccc(COC(=O)c2ccc3c(=O)n4c(nc3c2)CCC4)cc1F	0.3
C[C@@H]1ON(C)[C@H]2C[C@H]3c4cc(-c5cc6ccccc6o5)ccc4CCN3C[C@@H]12	0.2
CC(C)CC(=O)c1c(O)cc(O)c2c1OC1=C(C(=O)C(C)(C)C(=O)C1(C)C)C2CC(C)C (stereo unspecified)	-0.4
COc1cc(C(=O)N2CCC(N3CCN(C)CC3)CC2)ccc1Nc1ncc2c(n1)N(C)c1ccccc1C(=O)N2C	2.4
CC(C)(C)S(=O)(=O)N1C[C@@H]2CC(=O)C=C2[C@H]1CCO	0.6
COc1ccc2oc(C(=O)c3ccccc3)c(N)c2c1	1.7
Nc1[nH]c(C(=O)c2ccccc2)c(-c2ccc(Br)cc2)c1C(=O)c1ccccc1	0.2
O=C(N[C@H](C(=O)N1CCC[C@H]1C(=O)NCCc1ccccc1Cl)c1ccccc1)c1ccccc1	-1.6
Cc1cc(C)cc([C@H]2C[C@]34CN(Cc5ccccc5)S(=O)(=O)[C@H]3C[C@H]2O4)c1	-1.6
CCCCCCN(C(=O)CCCCCN1C(=O)NC(c2ccc(-c3ccccc3)cc2)C(C(=O)OCc2ccccc2)=C1C)C(C(=O)NCCCC)c1ccc(-c2ccccc2)cc1 (stereo unspecified)	-0.3
Cc1ccc2c(=O)n3c(nc2c1)C(CC(C)C)NC(=O)c1ccc(Cl)cc1-3 (stereo unspecified)	-0.7
O=C(NCCN1CCOCC1)c1cc(Cl)ccc1[N+](=O)[O-]	0.8
CN1CCCCC(NC(=O)c2ccccn2)C1=O (stereo unspecified)	-0.4
C[C@H]1[C@H](c2ccccc2)Oc2cccc(N3CCCC3)c2S(=O)(=O)N1Cc1cccc(F)c1	-0.4
C[C@@H]1CN(c2ccc(N3CCNC[C@@H]3C)cc2C#N)C[C@H](C)O1	0.8
CC1CCN(C(=O)c2ncn3c2C(=O)N[C@H](C)C3)CC1	1.5
COc1cc(N2CCC(O)CC2)ccc1Nc1cc(Nc2ccccc2S(=O)(=O)C(C)C)c2cc[nH]c2n1	2.5
NCCCC(C(=O)O)N(C(=O)OCc1ccccc1)C(=O)OCc1ccccc1 (stereo unspecified)	-0.7
CC(C)C[C@H](NC(=O)c1cccs1)C(=O)N1CCC[C@H]1C(=O)NCc1ccccc1	1.8
CCOC(=O)N1CCN(c2ncnc3c2cnn3-c2ccc(Cl)cc2)CC1	-0.5
CCCCCCCCN1C(=O)[C@@H](CC(=O)NCc2cccs2)C[C@@]2(C(=O)OC)C1=C[C@H](C(C)(C)C)O[C@@H]2C	-0.2
COC(=O)C1=C(C)N(Cc2cccc(C(F)(F)F)c2)C(=NCC2CC2)NC1c1cccc(C(F)(F)F)c1 (stereo unspecified)	-2.4
O=C(O)c1ccc(Cn2c(SCc3cc(=O)n4cc(Br)ccc4n3)nc3ccsc3c2=O)cc1	1.1
Cc1ccc(C(=O)N(C)[C@H]2C[C@H]3c4[nH]c5c(-c6ccccc6)cccc5c4CCN3C(=O)[C@H]2[C@H](C)O)cc1	0.5
CCC(CC)C(=O)Nc1cccc(SC)c1	0.0
Carrying on.
SMILES	MsrA inhibitor
COC(=O)c1cc2c(c3c4cc(C)ccc4n(S(=O)(=O)c4cccc(C)c4)c13)C(=O)N(C)C2	0.4
COC1C(O)CCC2(CO2)C1C1(C)OC1CC=C(C)C (stereo unspecified)	0.2
CC(=O)Nc1ccc(S(=O)(=O)NCC2CCN(C(=O)C(=O)c3cccs3)CC2)cc1	-0.1
Nc1ccn([C@@H]2O[C@H](C(=O)N[C@H](Cc3ccccc3)C(=O)N3CCN(CCO)CC3)[C@@H](O)[C@H]2O)c(=O)n1	1.3
CCCCNc1cccc2c1S(=O)(=O)N[C@H](C)CO2	0.1

An excerpt; count on the stated rates, not on these rows.
